# Assay outcomes: PubChem BioAssay, several laboratories
# Hep lipid drop = modulators of hepatic lipid droplet formation. AML12 mouse hepatocytes, oleate lipid droplets, BODIPY imaging. inhibition, % at 6.5 µM. 0.4% of 240,000 active. AID 1656;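 active means lipid droplet intensity inhibited by at least 50%, with more than 500 cells counted; inconclusive means wells with under 300 cells, treated as cytotoxic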
#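 material = mouse AML12 hepatocyte cell line, fixed after treatment | also added = 100 µM oleic acid challenge | doses = compound at 6.5 µM only | schedule = overnight exposure | technique = Image-based BODIPY and DAPI two-channel analysis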
# b-catenin transl = alters nuclear translocation of beta-catenin in HeLa cells; immunofluorescence imaging; nuclear translocation activity, % at 5 µM; 0.3% of 190,000 active; AID 1665;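 active means nuclear translocation activity above 50% at 5 µM, with a well cell count of 50 or more; inconclusive means wells under 50 cells across six images, flagged as toxic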;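 further: per-cell ratio of nuclear to cytoplasmic median beta-catenin stain intensity; plate controls were DMSO negative control for no effect and GSK-3 inhibitor IX positive control for full effect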
#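 Test system: HeLa cells, endogenous beta-catenin; Compound: single 5 µM dose plus 0.02–20 µM confirmation series; Times: compound exposure 24 h at 37°C; Signal: fluorescence imaging of beta-catenin antibody stain plus DAPI; Read-out: % activation, nuclear-to-cytoplasmic median beta-catenin signal ratio per cell.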
# MT stabilize HCS = microtubule stabilization, imaging screen. HeLa tubulin immunostaining HCS, 24 h; share of cells brighter than vehicle mean+2SD. 0.83% of 200,000 active. % tubulin-high responders, % at 10 µM;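 active means plate Z-score above 3 for both tubulin-high and condensed-nucleus cell shares, with cell loss under 80%, at 10 µM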;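 further: anti alpha tubulin signal scored within the nucleus-defined area of each cell; some results filed as inactive read as strong as hits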
# T cell modulator = modulates CD8 T cell binding to vesicles; 2C CD8+ T cell-vesicle binding, flow cytometry; stronger effect = lower value; calls only at 7 µM; 0.068% of 330,000 active; AID 2052;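 active means response, share of CD8 T cells binding vesicles, and their 90th percentile fluorescence all below set limits, cut at about 80% in these data, passing the limit was not always enough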
#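 Material: murine 2C transgenic CD8+ T lymphocytes / Also added: QL9-peptide-loaded Drosophila micro-vesicles bearing Ld, ICAM-1 and B7-1 / Schedule: binding step 1.5 h, 37 °C, antibody labelling 20 min, ice / Signal: flow cytometry, PE anti-B7-1 (FL2) versus Alexa647 anti-CD8 (FL8), PFA-fixed / Evaluation: percent CD8+ FL2 mean versus row control / Benchmarks: naked versus QL9-loaded vesicles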
# West Nile virus CPE = West Nile virus antiviral activity, cell-based, CPE readout (AID 1621) | CPE inhibition, % at 10 µM, or IC50 in µM where a hit was titrated | 0.02% of 290,000 active | West Nile virus-infected cells, CPE inhibition; higher % means a stronger effect; in the data active means a potency from the dose series; inconclusive means CPE inhibition mostly from about 3.7% at the one dose, without a potency; inactive means the rest, 99 in 100 with CPE inhibition below about 2.2%; further: strong numbers were not always called active
# Insulin prom up = MIN6 insulin promoter up-regulation; MIN6 insulin promoter-GFP reporter, high-content imaging; stronger effect = higher value; z-score at 5 µM; 0.3% of 190,000 active; AID 1625;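 active means z-score above 3 at 5 µM with at least 500 cells counted in the well; inconclusive means wells under 500 cells, flagged as cytotoxic or low count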
# WT yeast gro inh = growth inhibition of WT yeast, mitochondrial fusion screen; mitochondrial fusion phenotypic screen, WT strain; inhibition, % at 10 µM; 2.1% of 190,000 active; AID 1362; in the data active means inhibition above about 58%; tested in S. cerevisiae
# Autophagy HCS = alters autophagy in cells; MEF GFP-LC3 puncta imaging; test concentration mostly 10 µM; calls only at 10 µM (by protocol); 0.98% of 190,000 active; AID 463193;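 active means percentage of spot-positive cells more than 3 SD above its plate mean, without a fluorescence outlier flag or 80% toxicity; inconclusive means no clear call, values can overlap the other calls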;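 further: spot-positive cell cutoff set from DMSO-treated cells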
# Myeloid diff MLP = compounds promoting myeloid differentiation; calls only at 10 µM; 1% of 360,000 active; ER-HoxA9 myeloid progenitors, lysozyme-GFP differentiation, flow cytometry;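 active means normalized GFP-positive differentiation at or above the plate's own cutoff, the solvent-only control mean plus 3 SD; inconclusive means no clear call, values can overlap the other calls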;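 further: cells exposed to compound for four days before flow analysis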
# WT yeast gro inh mutant strain = recorded beside WT yeast gro inh, whose call it bears; inhibition, %; mitochondrial fusion phenotypic screen, mutant strain inhibition
# Insulin prom up cell count = further read-out of Insulin prom up, marked with its call; cell count; measured here: cytotoxicity, nuclei count;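 total cells summed across four imaged fields per well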
# Hep lipid drop cells 6.5 µM = also measured in Hep lipid drop; calls as there; cell count; measured here: cell count, cytotoxicity flag;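 cells counted across two imaged fields per well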
# b-catenin transl cell count 5 µM = also measured in b-catenin transl; calls as there; cell count; measured here: cell count, cytotoxicity flag
# T cell modulator vesicle-bound % = second read-out of T cell modulator, no call of its own (marks repeat the call); double positive events, %; measured here: CD8+ vesicle-bound cell fraction;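 binding gate set so that unloaded-vesicle control wells show 10% double positive cells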
# MT stabilize HCS Hoechst-high % = also measured in MT stabilize HCS; calls as there; % Hoechst-high responders; measured here: nuclear condensation Hoechst responders;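 share of cells brighter than vehicle mean plus two SD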
# MT stabilize HCS cytotoxicity % = further read-out of MT stabilize HCS, marked with its call; toxicity, %; measured here: cytotoxicity by cell density;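 0% = mean cell density of plate MIN control wells and 100% = no cells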
# Autophagy HCS cell loss 18 h = second read-out of Autophagy HCS, no call of its own (marks repeat the call); toxicity, %; measured here: cell loss, nuclei count;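 cell loss after 18 h compound exposure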
# Myeloid diff MLP GFP+ MAC1+ % = recorded beside Myeloid diff MLP, whose call it bears; GFP+ MAC1+ double positive, %; measured here: differentiation confirmed by MAC1 staining
# * hit, by the source's call; i = inactive; ? = inconclusive; . = no result given.
SMILES,Hep lipid drop,Hep lipid drop cells 6.5 µM,b-catenin transl,b-catenin transl cell count 5 µM,MT stabilize HCS,MT stabilize HCS Hoechst-high %,MT stabilize HCS cytotoxicity %,T cell modulator,T cell modulator vesicle-bound %,West Nile virus CPE,Insulin prom up,Insulin prom up cell count,WT yeast gro inh,WT yeast gro inh mutant strain,Autophagy HCS,Autophagy HCS cell loss 18 h,Myeloid diff MLP,Myeloid diff MLP GFP+ MAC1+ %
COCCNC(=O)C1CCN(S(=O)(=O)c2ccccc2)CC1,.,.,-1.6,936,2.2,1.5,7.7,i,39,0.3%,1.6,1395,-4,2,i,5,i,2.2
CC1(C)Cc2nc(N3CCCC3)c(C#N)cc2CO1,2,660,-0.3,1103,2.4,1.7,3.6,i,36,-0.9%,-0.45,1303,-3,-26,i,-1,i,1.4
Cc1ccc(S(=O)(=O)N2CCN(CCNC(=O)C(=O)Nc3ccc(F)cc3)CC2)cc1,2,814,.,.,.,.,.,i,20,-0.9%,.,.,.,.,.,.,i,1.1
CCS(=O)(=O)N1CCN(C(=O)c2cc(OC)cc(OC)c2)CC1,8,712,-1.6,1162,4.0,3.9,10,i,5,1.9%,-0.64,855,0,5,i,5,i,1.3
Cn1c(C2=C(O)CN(Cc3ccccc3)C2=N)[n+](C)c2ccccc21,-3,706,0.2,1135,2.4,2.6,5.4,i,34,0.1%,.,.,-10,-14,i,6,i,0.2
Cc1c(C)c2c(OCC(=O)O)cc3c(c2oc1=O)CCC(C)(C)O3,-3,408,.,.,.,.,.,i,56,-0.1%,.,.,.,.,.,.,i,0.3
CC1CCCC(NC(=O)CSc2ccc(F)cc2)C1C (stereo unspecified),-30,694,0.0,1022,2.1,2.9,2.7,i,2,-0.7%,0.94,956,-9,-5,i,24,i,0.1
Cc1cccn2cc(-c3ccccc3)nc12,.,.,-3.8,966,2.5,3.9,11,i,46,-0.1%,-0.06,1477,-8,-12,i,4,i,0.9
COc1ccc(S(=O)(=O)NCc2ccc3c(c2)OCO3)cc1C(=O)O,-13,601,-0.4,1077,2.7,2.5,12,i,16,0.2%,0.66,1781,19,3,i,-4,i,1.0
COc1cccc(NC(=O)N2CCCCCC2)c1,-2,805,.,.,.,.,.,i,11,-0.3%,.,.,.,.,.,.,i,0.6
CC(=O)c1ccc(NC(=O)Oc2ccccc2)cc1,-2,789,.,.,1.5,1.3,14,i,20,-0.3%,-0.8,935,-19,24,i,-6,i,0.4
CC12CCC(C1)C(C)(C)C2OC(=O)c1ccccc1C(=O)O (stereo unspecified),3,714,1.2,1088,.,.,.,i,24,-0.3%,0.44,1413,.,.,.,.,i,0.6
Cc1cc(=O)[nH]c(-n2[nH]c(C)cc2=O)n1,.,.,0.0,1364,4.8,2.2,4.6,i,66,1.3%,-0.29,1639,13,-14,i,0,i,0.5
O=c1c2ccccc2nc2n1CCN2Cc1ccc(Cl)cc1,-3,615,1.2,941,3.0,3.7,3.1,i,32,0.3%,-0.28,1381,3,14,i,11,i,5.5
O=C(CCn1nc(-c2ccc(Cl)cc2)c2ccccc2c1=O)Nc1cccnc1,20,631,-0.2,962,1.9,2.3,11,i,57,-0.4%,0.12,1572,14,-3,i,13,i,0.2
CCN(Cc1ccccc1)C(c1ccc(C(F)(F)F)cc1)c1nnnn1C(C)(C)C (stereo unspecified),.,.,.,.,2.4,2.1,8.8,i,46,0.3%,.,.,73*,-0.1*,i,28,i,0.4
Cc1csc2ncnc(N3CCN(S(=O)(=O)c4cccc(C(F)(F)F)c4)CC3)c12,-36,805,.,.,.,.,.,i,10,?,.,.,.,.,.,.,?,.
O=C(COc1ccc(Br)cc1)N(Cc1ccco1)C1CCS(=O)(=O)C1 (stereo unspecified),-1,678,.,.,.,.,.,i,22,-0.6%,.,.,.,.,.,.,i,1.3
CCOC(=O)c1c(NC(=O)CC(C)C)sc(C(C)=O)c1C,2,710,-1.2,1154,5.2,2.2,6.7,i,24,0.3%,-1.4,814,13,9,i,-7,i,1.4
O=C(Nc1ccc(CN2CCCCC2)cc1)c1cccc(Br)c1,6,630,-0.9,1127,3.4,3.4,5.0,i,54,-0.2%,0.24,1492,2,18,i,17,i,0.1
CCOC(=O)N1CCN(C(=O)c2ccc(OC)c(S(=O)(=O)N3CCOCC3)c2)CC1,-7,738,-2.6,1134,1.2,2.4,3.7,i,38,0.0%,-0.02,1204,-11,-1,i,-1,i,0.4
Cc1cc(C)n2nc(C(=O)N/N=C/c3ccco3)nc2n1,-10,758,0.0,1330,.,.,.,i,43,0.3%,0.39,976,.,.,.,.,i,1.1
Cc1cccc(N(CC(=O)NCc2ccco2)C(=O)CCC(=O)Nc2ccccn2)c1,2,784,-6.4,1188,4.3,2.2,5.3,.,.,0.6%,-0.8,795,-5,-2,i,-7,i,1.4
COc1ccc(CC(C)NS(=O)(=O)c2ccc3c(c2)CCN3S(C)(=O)=O)cc1OC (stereo unspecified),8,654,.,.,.,.,.,i,8,-0.3%,.,.,.,.,.,.,?,.
CCN(CC)S(=O)(=O)c1cccc(C(=O)N[C@@H](C)c2nc3ccccc3[nH]2)c1,3,734,2.9,940,1.9,1.6,7.5,i,29,1.6%,.,.,-4,1,i,0,.,.
# (further entries)
SMILES,Hep lipid drop,Hep lipid drop cells 6.5 µM,b-catenin transl,b-catenin transl cell count 5 µM,MT stabilize HCS,MT stabilize HCS Hoechst-high %,MT stabilize HCS cytotoxicity %,T cell modulator,T cell modulator vesicle-bound %,West Nile virus CPE,Insulin prom up,Insulin prom up cell count,WT yeast gro inh,WT yeast gro inh mutant strain,Autophagy HCS,Autophagy HCS cell loss 18 h,Myeloid diff MLP,Myeloid diff MLP GFP+ MAC1+ %
COc1cccc2c3c(c(=O)[nH]c12)CCC(C)(C)O3,4,771,-0.9,1125,2.3,1.3,8.6,i,36,0.1%,-0.13,833,6,9,i,-2,i,0.8
CCCC(=O)OCC(=O)NCc1ccc(Cl)cc1,-17,695,-0.7,1063,3.3,2.4,4.9,i,46,-0.4%,0.99,1134,-8,0,i,9,i,0.3
Nc1nc(SCC(=O)Nc2c(Br)cc([N+](=O)[O-])cc2Br)n[nH]1,4,649,-1.0,1004,2.8,3.7,7.4,i,40,0.5%,0.27,1377,-9,-1,i,-7,i,0.4
COc1ccc(-n2nnnc2SCC(=O)Nc2ccccc2N2CCOCC2)cc1OC,-14,731,-2.3,1065,3.3,1.4,2.2,i,59,-0.7%,-0.38,1530,3,2,i,8,i,0.1
Cc1ccc(N2CC(C(=O)Nc3nnc(SCC(=O)NCC4CCCO4)s3)CC2=O)cc1C (stereo unspecified),0,823,.,.,.,.,.,i,22,0.3%,.,.,.,.,.,.,i,0.6
C[C@H](NC(=O)c1nc[nH]c1C(=O)NCCCCCNC(=O)OC(C)(C)C)C(=O)OC(C)(C)C,-6,668,-2.7,1220,3.2,1.7,9.4,i,54,0.1%,-0.28,1303,7,3,i,-12,i,0.1
CC(=O)N(C)c1ccc(OCC(O)CN(Cc2ccco2)S(=O)(=O)c2ccc(C)cc2)cc1 (stereo unspecified),-25,742,2.3,1131,3.8,1.7,6.2,i,31,-0.2%,-2.9,906,-5,2,i,-8,i,1.1
Cc1ccc(S(=O)(=O)N2CCc3cc4c(cc3C2C)OCCCO4)cc1 (stereo unspecified),-16,718,.,.,.,.,.,i,52,-0.4%,.,.,.,.,.,.,i,2.2
CC(Cc1n[nH]c(=S)o1)c1ccccc1 (stereo unspecified),-9,690,-5.0,1130,5.0,2.6,7.2,i,36,1.5%,-0.88,1403,-16,3,i,0,i,0.1
COc1ccc(CN(C)C(=O)c2[nH]c(C)c(C(C)=O)c2C)cc1F,10,789,.,.,.,.,.,i,23,-0.8%,.,.,.,.,.,.,i,0.9
Cc1ccc(NCC(=O)N/N=C/c2ccncc2)cc1,0,716,-1.0,1577,7.5,1.1,9.7,i,28,-0.2%,0.34,1576,-16,3,i,8,i,0.5
CCN(c1ccc(OC)cc1)S(=O)(=O)c1ccc(-c2ccc(=O)[nH]n2)o1,-6,628,.,.,.,.,.,i,39,0.2%,.,.,.,.,.,.,i,0.0
N/C(=N\OC(=O)COc1ccc(Br)cc1)c1cccnc1,-8,629,12,335,3.0,3.5,7.5,i,50,-0.2%,0.14,1180,-3,-12,i,-13,i,0.7

# Compound profiles, as listed above. Screens in order: Hep lipid drop	Hep lipid drop cells 6.5 µM	b-catenin transl	b-catenin transl cell count 5 µM	MT stabilize HCS	MT stabilize HCS Hoechst-high %	MT stabilize HCS cytotoxicity %	T cell modulator	T cell modulator vesicle-bound %	West Nile virus CPE	Insulin prom up	Insulin prom up cell count	WT yeast gro inh	WT yeast gro inh mutant strain	Autophagy HCS	Autophagy HCS cell loss 18 h	Myeloid diff MLP	Myeloid diff MLP GFP+ MAC1+ %
# Nc1nc(SCC(=O)Nc2c(Br)cc([N+](=O)[O-])cc2Br)n[nH]1 across the screens: 4	649	-1.0	1004	2.8	3.7	7.4	i	40	0.5%	0.27	1377	-9	-1	i	-7	i	0.4
# Cc1ccc(N2CC(C(=O)Nc3nnc(SCC(=O)NCC4CCCO4)s3)CC2=O)cc1C (stereo unspecified) across the screens: 0	823	.	.	.	.	.	i	22	0.3%	.	.	.	.	.	.	i	0.6
